# High-throughput results from PubChem.
# S1P4 antagonist: human S1P4 receptor antagonism | AID 1510 | 0.26% of 220,000 active | inhibition, % at 4.98 µM | S1P4-expressing cells, antagonist mode, reporter read-out | O95977; in the data active = inhibition above about 29%;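 also: 0% = wells stimulated with agonist and 100% = vehicle wells without agonist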
# Target sequence (O95977 whole entry, looked up): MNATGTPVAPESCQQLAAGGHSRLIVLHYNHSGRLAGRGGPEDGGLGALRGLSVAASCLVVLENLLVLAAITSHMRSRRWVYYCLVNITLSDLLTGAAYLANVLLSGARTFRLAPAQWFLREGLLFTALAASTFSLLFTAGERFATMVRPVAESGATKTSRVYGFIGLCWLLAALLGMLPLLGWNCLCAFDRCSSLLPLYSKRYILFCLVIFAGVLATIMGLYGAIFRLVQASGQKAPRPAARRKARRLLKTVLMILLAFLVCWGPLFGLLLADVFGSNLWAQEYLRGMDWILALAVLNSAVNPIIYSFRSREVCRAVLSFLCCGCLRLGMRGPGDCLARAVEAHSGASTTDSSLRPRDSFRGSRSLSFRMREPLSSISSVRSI
# S1P4 agonist: activates the human S1P4 receptor; O95977; S1P4-expressing cell line, agonist reporter assay; activation, % at 4.98 µM; 0.35% of 220,000 active; in the data active = activation above about 11%;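 also: 0% = DMSO vehicle and 100% = reference agonist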
# Runt-CBFb FRET: inhibitors of human RUNX1 Runt domain binding to CBFb; Q01196+Q13951; inhibition, % at 20 µM; 0.46% of 220,000 active; AID 1496; Cerulean-Runt/Venus-CBFb FRET ratio 530/480, 1 h;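 active = inhibition over about 50% at 20 µM in the single-dose screen, limit read from the data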;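 also: 0% = DMSO wells and 100% = excess unlabeled CBFb competitor control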
#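 Measured by: fluorescence energy transfer, 422 nm excitation, 530/480 nm emission; test system: Cerulean-tagged RUNX1 Runt domain (FRET donor) fusion protein; buffer or medium: Tris pH 7.5 buffer with BSA; compound: one dose, 20 µM compound, 1% DMSO; times: two 1 h room-temperature incubations shielded from light; benchmarks: unlabeled CBFb 5 µM, positive control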
# NPY2 pot ag: potentiators or agonists of human neuropeptide Y receptor Y2; P49146; cells expressing NPY-Y2, potentiator/agonist read-out; activation, % at 3.6 µM; 0.45% of 220,000 active; AID 1359; in the data active = activation above about 27%;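 also: cells stimulated with NPY near EC25 plus isoproterenol at EC100; 0% = vehicle plus submaximal agonist and 100% = vehicle plus saturating agonist; some results beyond the cut were filed as inactive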
# Ba/F3 V617F tox: loss of viability in JAK2V617F-driven Ba/F3 cells; inhibition, % at 5.6 µM; 1.1% of 220,000 active; AID 1446; Ba/F3 EpoR-JAK2V617F viability, ATP luminescence;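 active = inhibition above the campaign mean plus 3 SD over all tested compounds, cut at about 24% in these data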;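 also: cytokine-independent growth of Ba/F3 cells driven by EpoR plus mutant JAK2; 0% = DMSO-treated cells and 100% = JAK inhibitor I control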
# RBBP9 inhibitor: blocks human serine hydrolase RBBP9. 0.2% of 220,000 active. AID 1515. recombinant RBBP9, FP-Rh probe fluorescence polarization. inhibition, % at 7.94 µM. O75884;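 active = inhibition above the campaign mean of all tested compounds plus 3 SD, cut at about 14% in these data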;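 also: plate controls were DMSO wells with RBBP9 for no effect and wells lacking RBBP9 protein for full effect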
# Target sequence (O75884 whole entry, looked up): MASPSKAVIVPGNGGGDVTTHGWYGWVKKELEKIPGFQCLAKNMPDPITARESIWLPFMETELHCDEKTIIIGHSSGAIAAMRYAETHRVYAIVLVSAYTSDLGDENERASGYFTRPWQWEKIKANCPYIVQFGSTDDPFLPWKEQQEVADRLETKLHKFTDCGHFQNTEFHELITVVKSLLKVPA
#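 Assay system: recombinant human RBBP9; Reagent: Serine-hydrolase probe FP-Rh, 375 nM pre-mixing; Doses: 7.94 µM single dose, 0.794% DMSO; Incubation: 30 min then 45 min, 25 °C; Detection: fluorescence polarization (mP), excitation 525 nm, emission 598 nm; Evaluation: percent inhibition from mP, scaled between DMSO and no-protein wells.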
# NPY1 pot ag: potentiates or activates human NPY-Y1 receptor; P25929; NPY-Y1 expressing cells, potentiator/agonist activation; activation, % at 3.6 µM; 0.37% of 220,000 active; AID 1304; in the data active = activation above about 33%, passing the limit was not always enough;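 also: cells stimulated with NPY at EC10 then isoproterenol at EC100; 0% = low agonist plus stimulus and 100% = saturating agonist plus stimulus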
# Target sequence (P25929 whole entry, looked up): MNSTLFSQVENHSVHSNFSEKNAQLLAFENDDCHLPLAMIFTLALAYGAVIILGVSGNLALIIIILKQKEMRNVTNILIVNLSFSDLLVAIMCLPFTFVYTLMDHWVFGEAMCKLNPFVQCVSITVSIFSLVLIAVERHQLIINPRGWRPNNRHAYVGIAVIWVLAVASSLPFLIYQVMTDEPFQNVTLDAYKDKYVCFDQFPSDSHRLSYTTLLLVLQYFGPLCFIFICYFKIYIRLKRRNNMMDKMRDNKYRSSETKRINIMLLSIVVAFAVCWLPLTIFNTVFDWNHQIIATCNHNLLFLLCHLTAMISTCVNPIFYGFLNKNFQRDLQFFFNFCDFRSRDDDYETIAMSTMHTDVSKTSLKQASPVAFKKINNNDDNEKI
# NPY Y1 blocker: NPY-Y1 (human) receptor antagonism; HEK293-CNG Y1 cells, membrane potential fluorescence; NPY at EC95, then isoproterenol; P25929; inhibition, % at 3.6 µM; 1% of 200,000 active;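 active = inhibition above the campaign mean inhibition of all tested compounds plus 3 SD, cut at about 20% in these data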;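 also: 0% = DMSO wells given NPY plus isoproterenol and 100% = isoproterenol alone without NPY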
#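 System: HEK293 cells with Y1 receptor plus CNG channel / Probe or stimulus: NPY 25 nM then isoproterenol 1 µM plus Ro 20-1724 25 µM / Compound: one concentration, 3.6 µM, in 0.4% DMSO / Schedule: compound incubation 1 h at room temperature, readout 45 min post-stimulation / Measured by: membrane potential fluorescence / Read-out: % inhibition of NPY effect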
# BaF3 parental: parental Ba/F3 viability inhibition as JAK2V617F counter-screen; 1.1% of 220,000 active; inhibition, % at 5.6 µM; CellTiter-Glo ATP luminescence;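 active = inhibition above a per-campaign cutoff, the mean inhibition of all tested compounds plus 3 SD, cut at about 27% in these data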;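 also: 0% = DMSO wells and 100% = JAK Inhibitor I control wells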
# * marks the source's active call; other numbers are inactive results; · = not tested or not shown.
SMILES,S1P4 antagonist,S1P4 agonist,Runt-CBFb FRET,NPY2 pot ag,Ba/F3 V617F tox,RBBP9 inhibitor,NPY1 pot ag,NPY Y1 blocker,BaF3 parental
O=C(CCl)Nc1ccc(Oc2cnc3ccccc3n2)cc1,-10,1.5,2,5,12,-7,-10,-1,3
O=C(O)CCC(=O)CCC(=O)c1ccccc1,7,0.4,-1,5,-1,3,-9,6,2
N#Cc1c(NC(=O)CSc2nnc(-c3ccccc3)o2)sc2c1CCCC2,-3,0.6,-9,-16,-4,6,-11,6,2
NC(=O)CCNC(=O)c1ccc(Cl)cc1,-19,-1.4,10,4,-5,6,5,2,-1
COc1ccccc1OCc1nc(-c2cccc([N+](=O)[O-])c2)no1,-9,-0.1,0,-8,-4,2,1,7,-1
O=C1c2ccccc2-c2onc3ccc(NCc4ccco4)c1c23,-5,-0.1,-156,53*,9,10,53*,-6,12
CN1CCN(c2ccc(C(=O)c3cn(-c4ccc(F)c(Cl)c4)nn3)cc2)CC1,-16,0.5,1,-9,4,-8,-4,6,-1
Nc1[nH]n(-c2ccccc2)c(=O)c1N=Nc1ccccc1,-10,1.1,-1,11,-4,3,21,·,-2
Cc1ccc(O)c(-c2cc(C(=O)Nc3c(C)n(C)n(-c4ccccc4)c3=O)[nH]n2)c1,7,1.6,0,16,-2,-11,5,4,0
CCOC(=O)c1[nH]cnc1C(=O)NC1CCCCC1,-12,1.3,7,4,0,-2,0,2,4
CCCCc1nnc(NC(=O)CSc2nc(O)c(Cc3ccccc3)c(=O)[nH]2)s1,-8,1.8,-1,-3,1,-9,0,-4,7
O=C(Cn1c(=O)oc2ccccc21)Nc1ccc2c(c1)OCCO2,11,-1.4,0,-18,0,-9,-8,0,3
Cc1cccc(CC2CC(=O)N(c3ccccc3)C2=O)c1 (configuration not stated),-1,3.2,-2,11,-1,-8,-1,4,3
COc1cc(C(C)=O)ccc1COc1ccc(C(=O)OCC(=O)NC2CCS(=O)(=O)C2)cc1OC (configuration not stated),-8,-0.9,-5,-10,-9,-4,6,0,3
C=CCOc1ccc(C2C(C#N)=C(N)N(Nc3ccccc3)C3=C2C(=O)CC(C)(C)C3)cc1OC (configuration not stated),-3,0.2,37,6,2,-2,-29,0,0
CNC(=O)c1c(Cl)cnn1-c1ccccc1,-18,3.2,1,-7,2,6,0,3,0
c1ccc(Cn2nnc3c(NCc4ccc5c(c4)OCO5)ncnc32)cc1,-5,-0.7,2,-12,-7,-1,-25,·,-5
CCC(CC)=N/N=C/c1c(O)n(CC)c2cc(C3=NNC(=O)CC3)ccc12,-21,2.0,0,-20,1,-1,-16,8,2
Cc1ccc(NC(=S)NC(C)CCc2ccccc2)cc1C (configuration not stated),18,0.7,-2,-16,-3,-8,-8,7,3
CC(=O)Nc1ccc(C2(O)COc3ccccc3O2)cc1 (configuration not stated),12,0.2,-3,0,0,-5,0,1,8
CC1(C)Cc2ccccc2-c2nc(NCCO)n(-c3ccccc3)c(=O)c21,-17,1.1,0,11,2,-13,7,-5,5
O=C1c2cccc3c(Cl)ccc(c23)C(=O)N1O,1,0.9,-4,-2,-2,6,1,14,5
CCN(CC)c1ccc(/C=N/Nc2ccc(C)cc2)c(O)c1,-10,1.9,6,10,-1,-5,4,1,6
Cc1csc(SCC(=O)Nc2ncc(Cl)c(C)c2Cl)n1,0,-1.2,-2,-6,-1,0,8,-2,6
c1ccc(OCCOc2ncnc3sccc23)cc1,10,-1.9,-1,7,-2,-5,-1,2,6
SMILES,S1P4 antagonist,S1P4 agonist,Runt-CBFb FRET,NPY2 pot ag,Ba/F3 V617F tox,RBBP9 inhibitor,NPY1 pot ag,NPY Y1 blocker,BaF3 parental
Cc1cc(NC(=O)CCC(=O)N(CCc2ccccc2)C(C(=O)NC2CCCC2)c2ccco2)no1 (configuration not stated),-5,-0.2,-1,3,-7,2,-26,3,3
Cc1cc(C)c(C#N)c(SCc2cc3c(cc2Cl)OCO3)n1,-3,0.2,-2,14,-2,3,11,0,0
O=C(NCCCN1CCC(Cc2ccccc2)CC1)C1CC(=O)N(C2CCCC2)C1 (configuration not stated),-13,0.4,0,2,-4,-4,9,2,9
Cc1ccccc1NC(=S)C1=C(O)c2sccc2N(C)S1(=O)=O,-7,-0.9,29,2,-1,-14,7,2,6
CCOc1cc(Br)c(C(=O)O)cc1OC,3,-2.8,2,11,0,3,19,-3,2
Cc1ccc(/C(N)=N/OC(=O)COc2ccccc2Cl)cc1,2,0.2,0,4,1,-3,-8,2,2
COC(=O)CSC1=C(C#N)C(c2sccc2C)CC(=O)N1 (configuration not stated),-6,-0.1,0,12,-2,-7,10,0,4
CCOC(=O)C1CCCN(C(=O)c2cccc([N+](=O)[O-])c2C)C1 (configuration not stated),7,2.7,2,7,9,-1,12,0,10
Cc1nnc(NC(=O)CSc2ncnc3scc(-c4ccccc4)c23)s1,-12,9.4,-3,6,4,-13,-25,5,2
COC(=O)c1ccc(C2C(Oc3ccccc3)C(=O)N2CCc2ccc(OC)c(OC)c2)cc1 (configuration not stated),-19,0.5,-1,-8,2,-7,10,10,2
CCn1c(C)cc(/C=C2/NC(=O)N(CC(=O)Nc3cccc(C)c3)C2=O)c1C,-15,2.0,2,4,4,-4,-25,2,6
CCOc1cc(-n2cnnn2)c(OCC)cc1NC(=O)c1cc2ccc(N(CC)CC)cc2oc1=O,-18,1.2,·,-3,1,5,-10,-1,3
COc1ccc(NC(=O)c2ccco2)cc1NC(=O)c1c(F)c(F)c(OC)c(F)c1F,7,0.7,1,-7,4,-5,-11,4,6
O=C(Nc1nnc(-c2ccccc2)o1)NC1CCCCC1,2,-1.6,0,-10,-5,-2,9,-2,0
CN(C)C(=O)c1ccc(-n2cnc3ccccc3c2=O)cc1,-10,0.6,-2,11,1,-5,15,3,5
Cc1ccc(C(=O)NCc2ccccn2)c(Cl)c1,-17,2.2,1,-12,3,-8,-16,-3,5
CCCCNC(=S)NC(=O)c1ccccc1Br,-8,0.5,-4,2,1,-13,-10,6,8
COc1ccc(C(OC(=O)c2ccco2)C(=O)NCc2ccc(C)cc2)cc1 (configuration not stated),-3,-0.2,·,7,-3,1,9,-3,-1
Cc1ccnc2nc(C(=O)N3CCN(c4ccc(F)cc4)CC3)nn12,-29,-2.3,0,4,-1,0,15,0,1
Cn1nc2c(c1C(=O)N1CCCC(C(=O)c3cc(F)ccc3F)C1)CCCC2 (configuration not stated),3,1.2,-3,-4,2,-3,6,4,3
CCSc1nnc(NC(=O)Cn2cnc3c2c(=O)n(C)c(=O)n3C)s1,10,-0.5,1,14,0,-9,7,4,1
CC(=O)Nc1ccc(C(=O)Nc2ccc3c(c2)OCO3)cc1,6,1.1,1,12,-4,-4,3,-6,-3
COc1ccc(-c2ccc(-c3noc(C)n3)c(OC)n2)cc1,-9,0.2,0,0,-3,-5,2,13,2
Cc1ccc2c(c1)nnn2C1CCN(CC(=O)NCCc2ccccc2)CC1,-7,0.4,1,-12,0,2,17,0,6

# Reformatted with two lines to a compound: part of the list above.
# The line under a structure holds: S1P4 antagonist | S1P4 agonist | Runt-CBFb FRET | NPY2 pot ag | Ba/F3 V617F tox | RBBP9 inhibitor | NPY1 pot ag | NPY Y1 blocker | BaF3 parental
COC(=O)CSC1=C(C#N)C(c2sccc2C)CC(=O)N1 (configuration not stated)
→ -6 | -0.1 | 0 | 12 | -2 | -7 | 10 | 0 | 4
CCOC(=O)C1CCCN(C(=O)c2cccc([N+](=O)[O-])c2C)C1 (configuration not stated)
→ 7 | 2.7 | 2 | 7 | 9 | -1 | 12 | 0 | 10
Cc1nnc(NC(=O)CSc2ncnc3scc(-c4ccccc4)c23)s1
→ -12 | 9.4 | -3 | 6 | 4 | -13 | -25 | 5 | 2
COC(=O)c1ccc(C2C(Oc3ccccc3)C(=O)N2CCc2ccc(OC)c(OC)c2)cc1 (configuration not stated)
→ -19 | 0.5 | -1 | -8 | 2 | -7 | 10 | 10 | 2
CCn1c(C)cc(/C=C2/NC(=O)N(CC(=O)Nc3cccc(C)c3)C2=O)c1C
→ -15 | 2.0 | 2 | 4 | 4 | -4 | -25 | 2 | 6
CCOc1cc(-n2cnnn2)c(OCC)cc1NC(=O)c1cc2ccc(N(CC)CC)cc2oc1=O
→ -18 | 1.2 | · | -3 | 1 | 5 | -10 | -1 | 3
COc1ccc(NC(=O)c2ccco2)cc1NC(=O)c1c(F)c(F)c(OC)c(F)c1F
→ 7 | 0.7 | 1 | -7 | 4 | -5 | -11 | 4 | 6
O=C(Nc1nnc(-c2ccccc2)o1)NC1CCCCC1
→ 2 | -1.6 | 0 | -10 | -5 | -2 | 9 | -2 | 0
CN(C)C(=O)c1ccc(-n2cnc3ccccc3c2=O)cc1
→ -10 | 0.6 | -2 | 11 | 1 | -5 | 15 | 3 | 5
Cc1ccc(C(=O)NCc2ccccn2)c(Cl)c1
→ -17 | 2.2 | 1 | -12 | 3 | -8 | -16 | -3 | 5
CCCCNC(=S)NC(=O)c1ccccc1Br
→ -8 | 0.5 | -4 | 2 | 1 | -13 | -10 | 6 | 8
COc1ccc(C(OC(=O)c2ccco2)C(=O)NCc2ccc(C)cc2)cc1 (configuration not stated)
→ -3 | -0.2 | · | 7 | -3 | 1 | 9 | -3 | -1
Cc1ccnc2nc(C(=O)N3CCN(c4ccc(F)cc4)CC3)nn12
→ -29 | -2.3 | 0 | 4 | -1 | 0 | 15 | 0 | 1
Cn1nc2c(c1C(=O)N1CCCC(C(=O)c3cc(F)ccc3F)C1)CCCC2 (configuration not stated)
→ 3 | 1.2 | -3 | -4 | 2 | -3 | 6 | 4 | 3
CCSc1nnc(NC(=O)Cn2cnc3c2c(=O)n(C)c(=O)n3C)s1
→ 10 | -0.5 | 1 | 14 | 0 | -9 | 7 | 4 | 1
CC(=O)Nc1ccc(C(=O)Nc2ccc3c(c2)OCO3)cc1
→ 6 | 1.1 | 1 | 12 | -4 | -4 | 3 | -6 | -3
COc1ccc(-c2ccc(-c3noc(C)n3)c(OC)n2)cc1
→ -9 | 0.2 | 0 | 0 | -3 | -5 | 2 | 13 | 2
Cc1ccc2c(c1)nnn2C1CCN(CC(=O)NCCc2ccccc2)CC1
→ -7 | 0.4 | 1 | -12 | 0 | 2 | 17 | 0 | 6
